Luciferase inh = inhibitors of firefly luciferase; purified firefly luciferase, luminescence, 8 min; Potency, µM (highest dose often 57.1 µM), for inactives: top-dose activity change, negative = inhibition, usual class: inhibitors; 2.2% of 72,000 active; AID 411; further: potency means the concentration at half of the fitted maximal effect; on the % scale 0 is the no-effect control and ±100 the full control effect; nearly all actives have a fitted effect of over 40% in size
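Firefly luciferase (PKLight detection mix) with 10 uM ATP in pH 7.2 imidazole buffer (KCl, MgCl2, Tween 20, BSA). Compounds tested across a concentration series (qHTS). Luminescence read after 8 min at ambient temperature.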
BRCT inh red = BRCT-phosphoprotein interaction inhibition (red fluorophore). BRCT-phosphopeptide binding, red fluorescence polarization. Potency, µM (top dose mostly 76.9 µM), inactives show at the highest dose activity change, negative = inhibition, usual class: inhibitors. 0.03% of 75,000 active. AID 892; further: on the % scale 0 is the no-effect control and ±100 the full control effect
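Fluorescence polarization: 100 nM His-tagged BRCA1 BRCT with 100 nM TAMRA-labelled phospho-BACH1 decapeptide, phosphate buffer pH 7.3 with 150 mM NaCl, DTT, 0.01% Tween 20; 12 min RT. Binding inhibition seen as FP decrease.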
HEK293 cAMP ctrl = counter-screen for TSHR agonists: cAMP increase in parental HEK293. parental HEK293 CNG cAMP sensor, membrane potential fluorescence. Potency, µM (titrated, usually from 57.1 µM), for the others: top-dose activation, usual class: activators. 2.5% of 73,000 active; further: potency means the concentration at half of the fitted maximal effect; % of control where 0% means no effect; nearly all actives have a fitted effect of over 55% in size
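Parental HEK 293 cells stably expressing a cAMP-gated CNG channel were loaded with membrane potential dye containing 100 uM RO 20-1724 for 60 min. Compound added for 30 min; depolarization read as fluorescence intensity at 590 nm.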
USP2a inhib = USP2a (human) protease inhibition; O75604; USP2a enzymatic assay, qHTS inhibition; Potency, µM (doses to about 38.3 µM), inactives show at the top dose activity change, negative = inhibition, usual class: inhibitors; 0.1% of 60,000 active; AID 927;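 further: potency means the concentration at half of the fitted maximal effect; nearly all actives have a fitted effect of over 60% in size; plate controls were DMSO for no effect and NEM full inhibition control for full effect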
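Coupled readout: USP2-cleaved Ub-PLA2 (20nM final) turns over NBD C6-HPC (20uM final), Ex 460nm/Em 535nm after 2.5 h, time-zero read flagging artifacts. Enzyme (20nM final, pH 8.0 Tris) given 30 min RT with compound first; NEM defines full inhibition.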
ERK AVP inh = vasopressin-driven ERK pathway inhibition; HEK293-V1b, vasopressin-stimulated pERK AlphaScreen; Potency, µM (top dose mostly 57.5 µM), without a hit: at the highest dose activity, negative = inhibition, hits mostly inhibitors; 0.99% of 72,000 active; AID 995; further: potency means the concentration at half of the fitted maximal effect; on the % scale 0 is the no-effect control and ±100 the full control effect; nearly all actives have a fitted effect of over 55% in size
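HEK293 cells stably expressing V1b receptor, preincubated 30 min at 37 °C with compound, then stimulated 5 min with 25 nM vasopressin. Phospho-ERK by AlphaScreen SureFire after 5 h RT; normalized to DMSO and vasopressin; AC50 by Hill fit.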
Caspase-7 inhib = allosteric or competitive inhibitors of human caspase-7; AID 889; Potency, µM (top dose mostly 57.5 µM), for inactives: at the highest dose activity change, negative = inhibition, actives largely listed as inhibitors; 0.02% of 75,000 active; recombinant caspase-7, Ac-DEVD-AFC fluorescence rate; P55210; active means well fitted inhibition curve with a large enough effect in the main read-out, with a control signal flat, not every such curve was filed as active; inconclusive means small, poorly fitted or top-dose-only effect, or a change in a side signal; further: potency means the concentration at half of the fitted maximal effect; % of control where 0% means no effect
Target sequence (P55210 24-198 limits assumed): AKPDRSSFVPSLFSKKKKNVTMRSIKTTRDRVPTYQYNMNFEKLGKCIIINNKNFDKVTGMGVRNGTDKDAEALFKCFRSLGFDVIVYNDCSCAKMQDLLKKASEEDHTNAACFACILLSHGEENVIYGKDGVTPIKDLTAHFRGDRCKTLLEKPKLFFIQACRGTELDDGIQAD
Target sequence (P55210 207-303 limits assumed): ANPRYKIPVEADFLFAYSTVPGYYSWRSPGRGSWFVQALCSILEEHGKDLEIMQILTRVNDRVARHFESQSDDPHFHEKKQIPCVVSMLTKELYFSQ
CRE-bla Fsk = modulators of forskolin-stimulated CRE signaling in CHO cells; AID 662; Potency, µM (series often up to 38.2 µM), for the others: at the highest dose activity change, negative = inhibition, most hits filed as activators; 2.5% of 71,000 active; CHO CRE-bla reporter (cAMP response element driving beta-lactamase), forskolin EC10, beta-lactamase ratio; active means well fitted activation curve with a large enough effect in the signal ratio, with a control signal flat, not every such curve was filed as active; inconclusive means small, poorly fitted or top-dose-only effect, or effect the other way, or a change in a side signal; the % refers to the signal ratio; further: potency means the concentration at half of the fitted maximal effect; % of control where 0% means no effect
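AC50 values, positive or negative, reflect shifts in EC10 NKH 477-induced CRE-bla reporter activity in CHO cells. Incubation lasted 3 h at 37 °C before CCF4 substrate (2 h, room temperature) and ratiometric 460/530 nm reading.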
Caspase-1 inhib = blocks human caspase-1 allosterically or competitively. P29466. 0.03% of 75,000 active. Caspase-1 enzyme, Ac-WEHD-AFC fluorogenic rate. Potency, µM (doses to about 57.5 µM), for the others: at the top dose activity change, negative = inhibition, usual class: inhibitors;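 further: potency means the concentration at half of the fitted maximal effect; plate controls were vehicle for no effect and no substrate for full effect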
BRCT PPI green = blocks human BRCA1 BRCT binding to phosphopeptide, green readout. BRCA1 BRCT-phosphopeptide binding, green fluorescence polarization. 0.05% of 75,000 active. Potency, µM (highest dose often 76.9 µM), without a hit: top-dose activity change, negative = inhibition, actives largely listed as inhibitors. P38398;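 further: potency means the concentration at half of the fitted maximal effect; plate controls were peptide without protein for full effect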
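Compounds were incubated for 12 min at room temperature with a complex of 100 nM fluorescein-tagged pBACH1 decapeptide and 250 nM His-tagged BRCT protein. Buffer was phosphate pH 7.3 with EDTA, DTT and Tween 20. Disruption of binding lowers the polarization signal.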
A350 autofl = compound fluoresces in the Alexa 350 spectral region; 11% of 59,000 active; AID 590; Compound autofluorescence, 340/450 nm, Alexa 350 dye-equivalents; hits give high values; max dye-equivalent concentration, M; in the data active means max dye-equivalent concentration above about 10 nM; inconclusive means mostly about 1.1 nM to 9.6 nM
Tau filament bind = binders of human tau filaments; P10636; recombinant tau filaments, thioflavin S fluorescence, 15 h; filaments grown with octadecylsulfate alongside compound; Potency, µM (series often up to 57.1 µM), inactives show top-dose activity change, negative = inhibition; 2% of 71,000 active;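 further: potency means the concentration at half of the fitted maximal effect; on the % scale 0 is the no-effect control and ±100 the full control effect; actives lower thioflavin S fluorescence by blocking filaments or displacing dye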
Target sequence (P10636 whole entry, looked up): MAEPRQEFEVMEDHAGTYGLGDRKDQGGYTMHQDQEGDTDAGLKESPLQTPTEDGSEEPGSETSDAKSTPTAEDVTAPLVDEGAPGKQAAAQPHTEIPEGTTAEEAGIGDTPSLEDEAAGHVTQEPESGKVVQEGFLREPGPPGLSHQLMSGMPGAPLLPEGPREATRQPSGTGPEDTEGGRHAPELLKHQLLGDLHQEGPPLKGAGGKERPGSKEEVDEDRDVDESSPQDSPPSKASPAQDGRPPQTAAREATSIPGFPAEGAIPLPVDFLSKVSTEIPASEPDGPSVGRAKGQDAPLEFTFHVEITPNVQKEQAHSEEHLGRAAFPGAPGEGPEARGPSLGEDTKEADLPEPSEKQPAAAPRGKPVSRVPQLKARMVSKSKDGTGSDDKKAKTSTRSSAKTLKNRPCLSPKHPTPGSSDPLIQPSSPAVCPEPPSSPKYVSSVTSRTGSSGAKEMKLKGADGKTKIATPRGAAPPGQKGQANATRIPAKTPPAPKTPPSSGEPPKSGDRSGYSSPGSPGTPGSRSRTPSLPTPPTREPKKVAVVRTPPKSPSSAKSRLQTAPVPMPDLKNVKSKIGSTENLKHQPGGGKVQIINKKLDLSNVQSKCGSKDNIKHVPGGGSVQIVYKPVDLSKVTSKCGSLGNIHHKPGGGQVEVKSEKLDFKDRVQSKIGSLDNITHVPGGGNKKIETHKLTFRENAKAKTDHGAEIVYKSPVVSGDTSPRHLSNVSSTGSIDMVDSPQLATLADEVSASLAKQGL
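His-tagged recombinant human tau (exons 2, 3 and 10 included), 1 uM, was induced to fibrillize by 30 uM sodium octadecylsulfate with compound present. After 15 h at 37 C, thioflavine S fluorescence (ex 450, em 510 nm) was read.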
Numbers without * were called inactive; & = joins results of further samples; [ ] = remark or other dose. Unless noted, the call rests on the fitted dose curve; in most records, active means well fitted curve in the direction sought with a large enough effect; inconclusive means small, poorly fitted or top-dose-only effect, or another doubt; inactive means no such curve, though single readings can be large; an effect the other way counts as inactive or inconclusive. Not a hit list; 16% or so of the library scored in one or more.

CCCCC(=O)N(Cc1ccc(-c2ccccc2-c2nn[nH]n2)cc1)C(C(=O)O)C(C)C (stereo unspecified) was read as BRCT inh red -0.7%, USP2a inhib -3%, ERK AVP inh 20%, Caspase-7 inhib 1%, Caspase-1 inhib 0% and BRCT PPI green -11%[3.08 µM].
`CCOC(=O)CCN1C(=O)[C@H]2[C@H]3[C@H](O)[C@H](O)C/C(=N/O[C@@H]4O[C@@H](COC(C)=O)[C@@H](OC(C)=O)[C@@H](OC(C)=O)[C@H]4OC(C)=O)[C@H]3CC[C@@H]2C1=O` gave Luciferase inh 1%[11.4 µM], BRCT inh red 0.5%[15.4 µM], HEK293 cAMP ctrl -4%[11.4 µM], ERK AVP inh 11%[11.5 µM], Caspase-7 inhib -1%[11.5 µM], Caspase-1 inhib -1%[11.5 µM] and BRCT PPI green -1.4%[15.4 µM].
`COC(=O)C(C)NS(=O)(=O)c1ccc(NC(C)=O)cc1` (stereo unspecified) gave Luciferase inh 0%, BRCT inh red 0.7%, HEK293 cAMP ctrl -1%, USP2a inhib 3%, ERK AVP inh 8%, Caspase-7 inhib 9%, CRE-bla Fsk -3%, Caspase-1 inhib 2%, BRCT PPI green -1.5%, A350 autofl inactive and Tau filament bind 1%.
Cc1nc(NC(=O)c2ccccc2)sc1-c1csc(N)n1 was read as Luciferase inh 16µM*, BRCT inh red 1.0%, HEK293 cAMP ctrl -20%, USP2a inhib 8%, ERK AVP inh 10%, Caspase-7 inhib -4%, CRE-bla Fsk 3%, Caspase-1 inhib 1%, BRCT PPI green -1.1%, A350 autofl inactive and Tau filament bind -6%.
For O=C(COc1ccccc1)Nc1nc2ccccc2[nH]1 the results were Luciferase inh 20µM*, BRCT inh red -0.5%, HEK293 cAMP ctrl 6%, USP2a inhib -4%, ERK AVP inh -23%, Caspase-7 inhib 5%, CRE-bla Fsk -4%, Caspase-1 inhib -4%, BRCT PPI green 0.4%, A350 autofl inconclusive and Tau filament bind 2%.
`Cc1nc2c3c4c(sc3n3c(SCC(=O)NCc5ccco5)nnc3n2n1)COC(C)(C)C4` gave Luciferase inh 0%, BRCT inh red -0.9%, HEK293 cAMP ctrl 0%, USP2a inhib 7%, ERK AVP inh -13%, Caspase-7 inhib 1%, CRE-bla Fsk -4%, Caspase-1 inhib -1%, BRCT PPI green 0.1%, A350 autofl inactive and Tau filament bind 24%.
`COc1ccccc1CNc1ccnc(-c2ccoc2)n1` gave Luciferase inh 0%[2.29 µM], BRCT inh red 2.0%, HEK293 cAMP ctrl 26%, USP2a inhib 33%[activator], ERK AVP inh -10%, Caspase-7 inhib -5%, CRE-bla Fsk -13%, Caspase-1 inhib -4%, BRCT PPI green 3.1%, A350 autofl inactive and Tau filament bind -5%.
Screening Nc1ncnc2c1ncn2[C@H]1O[C@@H](C(=O)OCCO)[C@@H](O)[C@H]1O returned Luciferase inh 3%[11.4 µM], BRCT inh red -1.0%[15.4 µM], HEK293 cAMP ctrl 0%[11.4 µM], ERK AVP inh 3%[11.5 µM], Caspase-7 inhib 2%[11.5 µM], CRE-bla Fsk 3%[7.6 µM], Caspase-1 inhib -2%[11.5 µM], BRCT PPI green -0.6%[15.4 µM], A350 autofl inactive and Tau filament bind 15%[11.4 µM].
Screening CC(=O)N(C(C)=O)c1c(N2CCOCC2)c2ccccc2oc1=O returned Luciferase inh 2%, BRCT inh red -0.4%, HEK293 cAMP ctrl 3%, USP2a inhib -9%, ERK AVP inh -17%, Caspase-7 inhib -1%, CRE-bla Fsk -3%, Caspase-1 inhib -1%, BRCT PPI green -0.4%, A350 autofl inactive and Tau filament bind -18%.
Screening CCOc1ccc(C2CC(c3cccc(C)c3)n3nc(N)nc3N2)cc1 (stereo unspecified) returned Luciferase inh 0%, BRCT inh red -0.9%, HEK293 cAMP ctrl 16%, ERK AVP inh -3%, Caspase-7 inhib 1%, CRE-bla Fsk -12%, Caspase-1 inhib -3%, BRCT PPI green -2.5% and Tau filament bind 22%.
Screening Cc1cc(C)n(C(=O)C23CC4CC(CC(C4)C2)C3)n1 returned Luciferase inh 1%, BRCT inh red 0.0%, HEK293 cAMP ctrl inconclusive, USP2a inhib 2%, ERK AVP inh 3%, Caspase-7 inhib 1%, CRE-bla Fsk -6%, Caspase-1 inhib 2%, BRCT PPI green -1.5%, A350 autofl inactive and Tau filament bind -12%.
`O=C(CSc1ncnc2c1oc1ccccc12)N1CCN(c2ccccc2)CC1` gave Luciferase inh 2%, BRCT inh red -0.6%, HEK293 cAMP ctrl 0%, USP2a inhib 3%, ERK AVP inh 1%, Caspase-7 inhib 0%, CRE-bla Fsk -1%, Caspase-1 inhib 0%, BRCT PPI green -2.2%, A350 autofl inactive and Tau filament bind -1%.
For CCOc1cc(/C=N/n2cnnc2)ccc1O the results were BRCT inh red -1.1%, HEK293 cAMP ctrl 1%[11.4 µM], Caspase-7 inhib -1%, Caspase-1 inhib -3% and BRCT PPI green -1.6%.
Screening O=C(NCCSCc1ccco1)Nc1ccccc1 returned BRCT inh red -1.1%, HEK293 cAMP ctrl 6%, Caspase-7 inhib -2%, Caspase-1 inhib 0% and BRCT PPI green -0.1%.
For Cc1ccc(S(=O)(=O)Nc2nc(C)cc(NCCN)n2)cc1 the results were Luciferase inh -5%, BRCT inh red 0.9%, HEK293 cAMP ctrl -4%[11.4 µM], USP2a inhib 1%[7.66 µM], ERK AVP inh -6%, Caspase-7 inhib 0%, CRE-bla Fsk inconclusive, Caspase-1 inhib -1%, BRCT PPI green -1.6% and Tau filament bind -6%[11.4 µM].
Screening COc1ccc(CCNS(=O)(=O)c2ccc3c(c2)OCCO3)cc1 returned Luciferase inh 0%, BRCT inh red -0.1%, HEK293 cAMP ctrl 28%, USP2a inhib 5%, ERK AVP inh -3%, Caspase-7 inhib 0%, CRE-bla Fsk -9%, Caspase-1 inhib 2%, BRCT PPI green -0.6%, A350 autofl inactive and Tau filament bind 6%.
`CCOC(=O)C(C)n1cnc2c(nnn2Cc2ccc(Cl)cc2)c1=O` (stereo unspecified) gave Luciferase inh 0%, BRCT inh red -0.5%, HEK293 cAMP ctrl 16%, USP2a inhib 3%, ERK AVP inh 5%, Caspase-7 inhib 1%, CRE-bla Fsk -5%, Caspase-1 inhib 1%, BRCT PPI green 1.3%, A350 autofl inactive and Tau filament bind 0%.
Screening N#C/C(=C\c1ccc(O)c(O)c1)C(=O)NCc1ccccc1 returned Luciferase inh -9%&-2%, BRCT inh red -1.3%, HEK293 cAMP ctrl 5%&0%, USP2a inhib -10%, ERK AVP inh inconclusive, Caspase-7 inhib 2%, CRE-bla Fsk inconclusive, Caspase-1 inhib -4%, BRCT PPI green -2.1%, A350 autofl inactive and Tau filament bind -14%&23%.
`O=C(Nc1nccs1)c1cccc(NC(=O)C2CC2)c1` gave Luciferase inh 0%, BRCT inh red -1.0%, HEK293 cAMP ctrl 3%, USP2a inhib -1%, ERK AVP inh -24%, Caspase-7 inhib -1%, CRE-bla Fsk -19%, Caspase-1 inhib -1%, BRCT PPI green -0.6%, A350 autofl inactive and Tau filament bind -22%.
Screening CCN(C(=O)c1cn(CC)c(=O)c2cc(OC)c(OC)cc12)c1ccccc1C returned Luciferase inh 0%, BRCT inh red -1.1%, HEK293 cAMP ctrl 11%, USP2a inhib 10%, ERK AVP inh 5%, Caspase-7 inhib -1%, CRE-bla Fsk inconclusive, Caspase-1 inhib 1%, BRCT PPI green -3.0%, A350 autofl inactive and Tau filament bind -4%.
CCN(CCCNC(=O)CN(C)S(=O)(=O)c1cccc2nsnc12)c1cccc(C)c1 was read as Luciferase inh -1%, BRCT inh red 0.5%, HEK293 cAMP ctrl -7%, USP2a inhib 12%, ERK AVP inh 11%, Caspase-7 inhib 0%, CRE-bla Fsk inconclusive, Caspase-1 inhib 0%, BRCT PPI green 0.3%, A350 autofl inactive and Tau filament bind 16µM*.
For CCNc1ccc(C(=O)OCC)cc1NC(=O)c1cc(S(=O)(=O)N2CCOCC2)ccc1C the results were Luciferase inh 3%, BRCT inh red 0.0%, HEK293 cAMP ctrl 3%, USP2a inhib 7%, ERK AVP inh 2%, Caspase-7 inhib 1%, CRE-bla Fsk 2%, Caspase-1 inhib -1%, BRCT PPI green -0.9%, A350 autofl inactive and Tau filament bind -21%.

Screening data as filed in PubChem.
